High-throughput results from PubChem BioAssay.
Gli-Sufu block – Gli-Sufu pathway antagonism; Sufu-KO-LIGHT fibroblasts, Gli luciferase reporter luminescence; inhibition, % at 5 µM; 0.74% of 340,000 active; AID 588413;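 active = inhibition above about 55%, limit read from the data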;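 also: 0% = DMSO-treated cells and 100% = wells with medium but no cells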
Jurkat NFkB inh – inhibitors of the PMA/ionomycin-induced NF-kB reporter in Jurkat cells; PMA/ionomycin-induced NF-kB luciferase reporter, luminescence; AID 435003; inhibition, % at 4 µM; 0.53% of 330,000 active
697 NFkB inh – lowers PMA/ionomycin-induced NF-kB signal in 697 B cells; inhibition, % at 4 µM; 0.33% of 330,000 active; 697 B-cell NF-kB luciferase reporter, 16 h; in the data active = inhibition above about 35%
Apaf1 inhib – inhibitors of human Apaf-1 apoptosome. 0.71% of 330,000 active. inhibition, % at 20 µM. reconstituted apoptosome caspase-3 activity, DEVD-Rh110 fluorescence. AID 489030. O14727; active = inhibition of at least 40% at 20 µM;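 also: plate controls were DMSO wells for no effect and DEVD-CHO caspase inhibitor wells for full effect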
Target sequence (O14727 whole entry, looked up): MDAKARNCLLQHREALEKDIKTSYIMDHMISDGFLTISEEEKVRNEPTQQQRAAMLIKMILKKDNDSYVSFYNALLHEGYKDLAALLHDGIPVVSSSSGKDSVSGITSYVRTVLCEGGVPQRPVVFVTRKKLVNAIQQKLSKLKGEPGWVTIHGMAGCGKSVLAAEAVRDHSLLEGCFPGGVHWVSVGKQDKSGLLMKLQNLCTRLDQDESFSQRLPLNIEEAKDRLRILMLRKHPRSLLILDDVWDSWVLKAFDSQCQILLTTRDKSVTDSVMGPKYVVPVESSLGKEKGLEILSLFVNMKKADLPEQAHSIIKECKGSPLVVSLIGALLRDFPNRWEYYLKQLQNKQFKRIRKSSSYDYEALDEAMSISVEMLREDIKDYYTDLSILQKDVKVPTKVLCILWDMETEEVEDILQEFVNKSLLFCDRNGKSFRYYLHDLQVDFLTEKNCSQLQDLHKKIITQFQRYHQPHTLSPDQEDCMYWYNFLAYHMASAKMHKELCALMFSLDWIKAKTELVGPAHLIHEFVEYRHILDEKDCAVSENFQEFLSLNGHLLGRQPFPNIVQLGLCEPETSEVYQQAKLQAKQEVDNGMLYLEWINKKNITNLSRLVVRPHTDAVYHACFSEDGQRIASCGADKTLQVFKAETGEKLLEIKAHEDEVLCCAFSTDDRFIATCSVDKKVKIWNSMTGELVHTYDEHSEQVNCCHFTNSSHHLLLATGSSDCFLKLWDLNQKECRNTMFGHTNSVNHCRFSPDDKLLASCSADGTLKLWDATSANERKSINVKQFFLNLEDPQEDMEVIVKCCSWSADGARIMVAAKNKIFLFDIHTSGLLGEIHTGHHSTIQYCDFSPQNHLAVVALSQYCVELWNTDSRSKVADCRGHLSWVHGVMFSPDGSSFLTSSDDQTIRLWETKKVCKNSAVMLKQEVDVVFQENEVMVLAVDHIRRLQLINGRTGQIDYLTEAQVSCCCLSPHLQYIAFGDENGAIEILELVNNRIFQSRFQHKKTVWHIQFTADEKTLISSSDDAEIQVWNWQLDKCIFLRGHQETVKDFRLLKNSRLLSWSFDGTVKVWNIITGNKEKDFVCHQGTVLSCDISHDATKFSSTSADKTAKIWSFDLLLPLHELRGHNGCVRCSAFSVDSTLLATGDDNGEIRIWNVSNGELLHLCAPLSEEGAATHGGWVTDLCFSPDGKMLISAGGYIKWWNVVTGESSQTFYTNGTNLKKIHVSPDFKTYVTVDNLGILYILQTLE
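detection = Rh110 fluorescence intensity | test system = biochemical Apaf-1 apoptosome reconstitution | also added = cytochrome c and DEVD-Rh110 substrate | schedule = 30 min plus 50 min, RT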
UBC13 inh – inhibitors of human UBC13 polyubiquitin chain formation; P61088; TR-FRET; inhibition, % at 20 µM; 0.47% of 330,000 active; AID 485273; in the data active = inhibition above about 45%, passing the limit was not always enough
SENP8 block – inhibitors of human SENP8 protease; inhibition, % at 10 µM; purified SENP8, Z-RLRGG-aminoluciferin cleavage, luminescence; Q96LD8; 1.2% of 330,000 active; AID 2540
EBI2 antag – EBI2 (human) antagonism | P32249 | EBI2 beta-arrestin recruitment, luminescence, 7a,25-OHC stimulated | inhibition, % at 5 µM | 0.81% of 360,000 active | AID 651636; in the data active = inhibition above about 38%;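 also: enzyme fragment complementation signal reports receptor beta-arrestin coupling in cells; 0% = agonist plus DMSO wells and 100% = wells without agonist; some results beyond the cut were filed as inactive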
CCR6 antag – CCR6 (human) receptor antagonism; CHO-K1 CCR6 PathHunter beta-arrestin, luminescence, CCL20-stimulated; AID 493098; P51684; inhibition, % at 20 µM; 0.49% of 340,000 active;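 active = compounds whose inhibition of the agonist-driven luminescence signal at 20 µM reaches about 50%, limit read from the data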;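 also: cells stimulated with CCL20 at 14 nM final; plate controls were DMSO with CCL20 for no effect and DMSO without agonist for full effect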
Starred values were filed as active, the others as inactive; · = not tested or not shown. Rule as the data show it, unless noted: active = inhibition above about 50%; inactive = the rest.

SMILES	Gli-Sufu block	Jurkat NFkB inh	697 NFkB inh	Apaf1 inhib	UBC13 inh	SENP8 block	EBI2 antag	CCR6 antag
O=C(CCc1ccccc1)NNC(=O)COc1ccc([N+](=O)[O-])cc1	-2	13	11	5	-3	-4	7	6
COc1ccccc1C(=O)NC(CCSC)C(=O)NCC(c1ccccc1OC)N1CCCC1 (stereo unspecified)	18	7	-1	4	5	-7	-5	10
Cn1c(N)c(C(=O)COC(=O)c2cccnc2Cl)c(=O)n(C)c1=O	9	-6	12	-5	2	-2	-7	5
O=C(COC(=O)c1cc(=O)[nH]c(=O)[nH]1)Nc1ccccc1F	0	-8	7	-5	-1	18	3	0
O=C(CCCN1C(=O)c2ccccc2C1=O)NCc1cccnc1	5	-2	14	4	-7	-7	-5	-5
COc1cc2ccccc2cc1C(=O)Nc1ccncc1	-27	-14	3	13	5	-2	-24	-3
O=C(NCc1ccon1)C1CCC(=O)N(CCc2cccc(F)c2)C1 (stereo unspecified)	-13	-4	13	-3	-3	-10	4	1
COC(=O)c1ccc(C)c(NC(=O)CCn2[nH]c(=O)ccc2=O)c1	-2	-4	-20	11	-18	-11	-3	3
N#C/C(=C\c1ccc(OCc2ccccc2)cc1)C(=O)Nc1ccc(C(=O)O)cc1	-32	-41	-4	17	-22	0	·	-16
Cc1nn(CC(=O)Nc2ccc(N3CCOCC3)cc2)c(C)c1Cl	-2	2	11	-9	-3	0	7	3
Cc1nn(-c2nc3ccccc3s2)c(N)c1-c1ccccc1	-91	-165	-232	11	-7	13	31	1
O=C(Oc1cccc(NC2=NS(=O)(=O)c3ccccc32)c1)c1cccnc1	1	24	17	2	9	2	-12	-17
COc1ccc(Cl)cc1C(=O)NNC(=O)CCNC(C)=O	-11	-8	-9	7	-9	-12	5	-5
CCc1ccc(NC2=NCC(=O)N2c2ccc3c(c2)OCCO3)cc1	7	-7	19	1	-11	-10	2	9
CCOC(=O)C1=C(C)Nc2nc(SCc3cccnc3)nn2C1c1ccc(OC)cc1 (stereo unspecified)	9	-3	2	0	10	5	11	30
CCN(CC)C(=O)CSc1nc(N)c(C#N)c(-c2cccs2)c1C#N	-1	1	4	-4	36	0	-5	4
Nc1ccc(-n2nnnc2-c2ccco2)cc1	0	8	-5	4	-1	-6	2	7
CC1(O)C(=O)C=C2C=C(C3CC3)OC=C2C1=O (stereo unspecified)	·	5	3	10	-42	-9	·	·
O=C(c1ccc([N+](=O)[O-])o1)N1CCc2ccccc21	-21	-15	3	-2	-8	33	-1	3
Cc1ccc(S(=O)(=O)NC2CCCC2)cc1C(N)=O	-15	-2	10	-1	6	-3	5	3
Cn1c(SCC(=O)Nc2nc(C(C)(C)C)cs2)nnc1C1CC1	-4	-6	2	3	0	-1	-4	-3
Cc1ccc(-c2nnc(N(C)C(=O)c3ccncc3)s2)cn1	-14	-13	-14	3	1	0	6	5
OCCC1CN(Cc2cnn(-c3ccccc3Cl)c2)CCN1Cc1ccsc1 (stereo unspecified)	2	-29	-10	6	-10	4	4	1
CN(C)c1ccc(C2NC(=O)c3ccccc3N2)cc1 (stereo unspecified)	-112	-108	-165	11	-4	87*	-4	9
C[C@H]1COC(=O)CC/C=C\C[C@H](CC(=O)N(CCO)Cc2ccccc2)C(=O)N1	-10	6	12	-11	3	8	-1	0
COc1ccccc1OCC(=O)Nc1c2c(nn1-c1ccc(C)cc1)CS(=O)(=O)C2	-8	2	-12	16	-4	-6	0	1
Cc1ccc(NC(=O)NC2CCCCCCC2)cc1C	14	-75	-58	9	5	-2	9	-1
CCN(CC)c1ccc(/C=N/N=C(N)N)c(O)c1	-2	77*	16	-156	-5	3	-24	9
Cc1ccc(-n2cnn(-c3ccc([N+](=O)[O-])cc3[N+](=O)[O-])c2=O)cc1	-12	-6	-6	11	-2	0	4	-17
O=C(Sc1cccc2cccnc12)c1ccc(F)cc1	·	101*	-151	-14	-37	-1	·	·
CN1CCN(c2ccc([N+](=O)[O-])cc2C(=O)c2ccc(Br)cc2)CC1	7	73*	-31	9	9	2	7	18
CC(C)C(O)(C#CCN1CCCCC1)C(C)C	4	-20	7	10	-9	-9	-4	-1
Cc1c(CCOC(=O)c2ccc([N+](=O)[O-])cc2)sc[n+]1CC(=O)c1ccccc1	-17	13	3	10	13	0	0	17
O=S(=O)(c1ccc(F)cc1)n1ccc2cccnc21	2	3	10	4	8	1	-7	9
O=C(NCC(=O)N1CC(O)CC1C(=O)N1CCCC1C(=O)OCc1ccccc1)OCc1ccccc1 (stereo unspecified)	-4	7	-3	13	-4	-8	-7	-1
CCC(C(=O)OC)n1cnc2scc(-c3ccc(C)c(C)c3)c2c1=O (stereo unspecified)	4	-3	-15	14	-4	0	4	25
CCCCNC(=O)Nc1ccnn1C1CCCCC1	-2	-12	23	6	-2	0	-11	-9
Cc1ccc2c(c1)N(CC(=O)NCCCc1ccccc1)C(=O)c1cccnc1O2	-7	14	1	3	2	-10	-6	-4
Cc1oc(-c2cccc(Cl)c2)nc1CN1CCCC(C(=O)NC(C)c2ccc3c(c2)OCCO3)C1 (stereo unspecified)	-2	0	15	34	12	-3	3	26
COc1ccc(/C=C/C(=O)OCC(=O)Nc2ccc(C)cc2)cc1S(=O)(=O)N1CCOCC1	1	6	12	4	-1	0	-5	14
CC(=O)OCc1nc2sc3c(c2c(=O)[nH]1)CCCC3	-5	-17	-16	9	-9	-4	-3	-5
Cc1ccc(CCNC(=O)C2CC(=O)N(C3CCCCC3)C2)cc1 (stereo unspecified)	4	-2	1	7	2	-15	7	6
CN(C)C(=O)c1ccc(-c2n[nH]c(=O)c3ccccc23)cc1	-12	8	17	-11	-1	2	-24	-4
COc1ccc(CNC(=O)COC(=O)Cc2ccsc2)cc1	-4	2	-1	-5	2	-8	-13	17
CCCOC(=O)/C(=C\C=C\c1ccccc1)NC(=O)c1ccccc1	0	-1	-18	11	-4	-15	2	19
CCOC(=O)CSc1nc(C2CC2)cc(-c2ccc(F)cc2)c1C#N	9	-11	-13	14	3	-14	10	15
CCOC(=O)C1CCN(C(c2cccs2)c2sc3nc(C)nn3c2O)CC1 (stereo unspecified)	-31	15	-6	1	1	1	-6	0
CCCn1c(SCC(=O)NC2CCCCC2)nnc1-c1ccccn1	-8	9	3	0	-5	-5	-3	-3
COc1cccc(C(=O)OCC(=O)N2CCc3ccccc3C2)c1	8	-1	5	9	4	-3	-3	17
CC(C)[C@H](NC(=O)c1ccccc1Cl)C(=O)Nc1nc(-c2ccccn2)cs1	4	9	-24	6	2	0	-9	16
CCC(=O)Nc1ccccc1N1CCN(c2ccc(F)cc2)CC1	-2	-9	-40	4	-9	-5	6	6
Cn1nccc1C(=O)c1ccc(Cl)cc1	-5	-3	19	1	-7	-13	-9	-5
COc1cccc(OCCN2CCN(c3ncnc4c3cnn4-c3ccccc3)CC2)c1	14	-3	-34	33	34	2	16	14
Cc1cccc(C(=O)N2CCN(Cc3ccc4c(c3)OCO4)CC2)c1	-33	19	7	1	2	5	6	-3
COc1cccc(C(=O)NC2CC3CCCC(C2)N3CC(=O)Nc2ccccc2C(F)(F)F)c1 (stereo unspecified)	3	8	-5	23	12	0	14	3
CCn1c(SCC(=O)N2CCOCC2)nnc1-c1cccs1	-2	-5	-25	10	-3	-7	-1	-5
ClCC1=Nc2cccc3cccc(c23)N1	·	4	-9	-25	-8	-4	·	·
Cn1nc(C(C)(C)C)cc1NC(=O)Nc1ccc(F)cc1F	3	-18	-11	-14	0	-11	5	0
Nc1cc(=O)[nH]c(=O)n1CCc1ccccc1	35	-7	13	-1	-14	-5	1	-3
CCc1nnc(NC(=O)c2cccnc2SC)s1	3	-10	4	3	-4	-6	-6	3

11 compounds out of the list, ordered by length of the SMILES, high to low:
SMILES	Gli-Sufu block	Jurkat NFkB inh	697 NFkB inh	Apaf1 inhib	UBC13 inh	SENP8 block	EBI2 antag	CCR6 antag
COc1cccc(C(=O)NC2CC3CCCC(C2)N3CC(=O)Nc2ccccc2C(F)(F)F)c1 (stereo unspecified)	3	8	-5	23	12	0	14	3
CC(C)[C@H](NC(=O)c1ccccc1Cl)C(=O)Nc1nc(-c2ccccn2)cs1	4	9	-24	6	2	0	-9	16
COc1cccc(OCCN2CCN(c3ncnc4c3cnn4-c3ccccc3)CC2)c1	14	-3	-34	33	34	2	16	14
CCOC(=O)C1CCN(C(c2cccs2)c2sc3nc(C)nn3c2O)CC1 (stereo unspecified)	-31	15	-6	1	1	1	-6	0
CCCOC(=O)/C(=C\C=C\c1ccccc1)NC(=O)c1ccccc1	0	-1	-18	11	-4	-15	2	19
COc1cccc(C(=O)OCC(=O)N2CCc3ccccc3C2)c1	8	-1	5	9	4	-3	-3	17
CCCn1c(SCC(=O)NC2CCCCC2)nnc1-c1ccccn1	-8	9	3	0	-5	-5	-3	-3
CCn1c(SCC(=O)N2CCOCC2)nnc1-c1cccs1	-2	-5	-25	10	-3	-7	-1	-5
Nc1cc(=O)[nH]c(=O)n1CCc1ccccc1	35	-7	13	-1	-14	-5	1	-3
CCc1nnc(NC(=O)c2cccnc2SC)s1	3	-10	4	3	-4	-6	-6	3
Cn1nccc1C(=O)c1ccc(Cl)cc1	-5	-3	19	1	-7	-13	-9	-5

(list continues)
SMILES	Gli-Sufu block	Jurkat NFkB inh	697 NFkB inh	Apaf1 inhib	UBC13 inh	SENP8 block	EBI2 antag	CCR6 antag
Cc1ccc(OCc2cc(C(=O)NC(C)Cc3cnccn3)no2)cc1C (stereo unspecified)	0	-9	-4	15	2	-5	-2	-1
COc1ccc(F)cc1C(=O)C1CCCN(C(=O)c2cccc(N(C)C)c2)C1 (stereo unspecified)	1	0	22	3	8	0	-5	9
Cn1nnnc1SCC(=O)Nc1ccc(Oc2ccccc2)cc1	9	2	-7	8	5	17	8	3
Cc1cc(C)c(S(=O)(=O)N2CCN(S(=O)(=O)N3CCC(C)CC3)CC2)c(C)c1	-7	5	10	-6	-5	0	3	5
COc1ccc(C(=O)N2N=C(c3ccc(NS(C)(=O)=O)cc3)CC2c2cccs2)cc1 (stereo unspecified)	0	-8	3	16	10	-13	4	-4
CC(=O)NCC(=O)N(c1c(C)n(C)n(-c2ccccc2)c1=O)C1(C(=O)NC2CCCC2)CCCCC1	9	3	25	2	12	-6	-2	4
Cn1cccc1CC(=O)NNC(=S)Nc1ccc(Cl)cc1Cl	7	3	9	4	-14	1	1	20

The list is partial (hit frequency here may not be typical).
